Large T inhibition: SV40 large T antigen inhibitors, biochemical (AID 1903); SV40 large T antigen ATPase/helicase inhibition assay; higher % means a stronger effect; one-dose inhibition, % at 20 µM; IC50 in µM for titrated hits; hit rate 0.39% among 310,000; in the data active = a potency from the dose series; inconclusive = inhibition mostly from about 32% at the one dose, without a potency; inactive = the rest, 99 in 100 with inhibition below about 32%; also: strong numbers were not always called active
Myeloid diff MLP: induction of myeloid progenitor differentiation, primary screen, cell-based, flow cytometry, MLPCN library; ER-HoxA9 myeloid progenitors, lysozyme-GFP differentiation; calls only at 10 µM; hit rate 1% among 360,000;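 active = normalized GFP-positive differentiation at or above the plate's own cutoff, the solvent-only control mean plus 3 SD; inconclusive = no clear call, values can overlap the other calls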;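 also: cells exposed to compound for four days before flow analysis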
TNAP activation fold: human TNAP enzyme activators, primary screen, biochemical, luminescent, no phosphate acceptor, uHTS (AID 1001). Alkaline phosphatase, tissue-nonspecific isozyme (Homo sapiens). purified TNAP, luminescent activation assay, no phosphate acceptor; higher activation fold means a stronger effect. activation fold at 20 µM, or EC50 in µM where a hit was titrated. hit rate 0.03% among 200,000; in the data active = activation fold from about 3, or a potency from the dose series; inactive = the rest, 99 in 100 with activation fold below about 1.6; also: many of its hits are not listed in these tables
Rac1 GTP hydrolysis: MgcRacGAP GTPase-activating activity inhibitors, confirmation, biochemical, ADP Hunter fluorescence. Rac GTPase-activating protein 1 (Homo sapiens). MgcRacGAP-stimulated Rac1 GTP hydrolysis, ADP Hunter fluorescence; higher % means a stronger effect; GST-tagged Rac1 F28L mutant substrate. inhibition, % at 30 µM, or IC50 in µM where a hit was titrated. hit rate 0.6% among 340,000. AID 624330, 2012;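 active = first-screen hits whose inhibition reached a set limit at any dose in the follow-up dose series; inconclusive = inhibition above the set first-screen limit but never retested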;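 also: fluorescence reports GDP produced by GAP-driven GTP hydrolysis; strong numbers were not always called active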
NTR1 ag: agonists of NTR1, primary screen, imaging, U2OS cells, beta-arrestin-GFP, high content (AID 493036); Neurotensin receptor type 1 (Homo sapiens), P30989; NTR1-U2OS beta-arrestin-GFP spot imaging, agonist mode; activation, % at 20 µM; hit rate 0.17% among 330,000;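 active = activation at or above 40% of the spot to cytoplasm intensity ratio, with at least 20 cells analyzed; inconclusive = wells under 20 cells, flagged as cytotoxic or low count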;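 also: 0% = DMSO without peptide and 100% = 100 nM NTR1 peptide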
Target sequence (P30989 whole entry, looked up): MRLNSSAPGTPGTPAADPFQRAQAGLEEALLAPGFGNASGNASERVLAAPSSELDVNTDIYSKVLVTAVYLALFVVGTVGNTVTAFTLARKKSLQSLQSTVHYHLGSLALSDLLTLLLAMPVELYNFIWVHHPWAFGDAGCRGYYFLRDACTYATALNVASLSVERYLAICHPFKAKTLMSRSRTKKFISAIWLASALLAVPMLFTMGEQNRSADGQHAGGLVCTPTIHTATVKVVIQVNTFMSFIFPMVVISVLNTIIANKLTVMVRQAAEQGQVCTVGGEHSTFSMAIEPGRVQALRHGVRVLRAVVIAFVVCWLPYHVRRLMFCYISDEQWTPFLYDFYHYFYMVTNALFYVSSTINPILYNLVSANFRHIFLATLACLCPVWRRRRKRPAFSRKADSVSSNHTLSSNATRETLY
Salmonella PhoP GFP: inhibitors of PhoP regulon expression, primary screen, Salmonella Typhimurium, GFP reporter (AID 1863). S. Typhimurium PhoP-regulated promoter GFP reporter, 4 h; higher % means a stronger effect. inhibition, % at 50 µM, or IC50 in µM where a hit was titrated. hit rate 0.16% among 300,000;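 active = inhibition over 29.93%, a cutoff 3 SD above the screen mean, later confirmed by dose response; inconclusive = inhibition over 29.93% but no dose response follow-up; inactive = inhibition at most 29.93% or unconfirmed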;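 also: 0% = low Mg2+ inducing control and 100% = high Mg2+ repressing control; strong numbers were not always called active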
UTI89 phage lysis: inhibition of K1F phage lysis, E. coli UTI89, bacterial capsule biogenesis inhibitors, alamar blue (AID 488966); hit rate 0.02% among 340,000; E. coli UTI89 K1F phage lysis, alamar blue, 2 h; higher % means a stronger effect; inhibition, % at 100 µM, or IC50 in µM where a hit was titrated;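 active = phage lysis inhibition, versus mean bacterial control, above a set limit; inconclusive = no clear call, values can overlap the other calls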;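 also: capsule biogenesis inhibitors block K1F phage lysis so surviving cells raise fluorescence; higher fluorescence means more inhibition of phage lysis; actives were called in the ten point dose series up to 300 µM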
T cell modulator: modulators of CD8 T cell-vesicle binding, primary screen, mouse 2C CD8+ T cells, flow cytometry | 2C CD8+ T cell-vesicle binding; hits give low values | calls only at 7 µM | hit rate 0.068% among 330,000 | AID 2052, 2009;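 active = response, share of CD8 T cells binding vesicles, and their 90th percentile fluorescence all below set limits, cut at about 80% in these data, passing the limit was not always enough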
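Benchmarks: naked versus QL9-loaded vesicles / Assay system: purified 2C TCR transgenic mouse naive CD8+ T cells / Technique: high-throughput flow cytometry with anti-B7-1 and anti-CD8 staining / Timing: Cell–vesicle co-incubation 1.5 h at 37 °C, staining 20 min on ice / Read-out: percent CD8+ FL2 mean versus row control / Probe or stimulus: QL9-loaded Drosophila micro-vesicles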
RSV CPE inhibition: RSV antiviral activity via CPE protection, HEp-2 cells, primary 10 µM value included (AID 2391). HEp-2 cells, RSV-induced CPE inhibition; higher % means a stronger effect. one-dose CPE inhibition, % at 10 µM; IC50 in µM for titrated hits. hit rate 0.13% among 310,000; in the data active = a potency from the dose series; inconclusive = CPE inhibition mostly from about 23% at the one dose, without a potency; inactive = the rest, 99 in 100 with CPE inhibition below about 21%; also: strong numbers were not always called active
T cell modulator vesicle-bound %: recorded beside T cell modulator, whose call it bears; double positive events, %; measured here: CD8+ vesicle-bound cell fraction;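 binding gate set so that unloaded-vesicle control wells show 10% double positive cells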
NTR1 ag cell count 20 µM: second read-out of NTR1 ag, no call of its own (marks repeat the call); cell count; measured here: cell count, cytotoxicity flag
Myeloid diff MLP GFP+ MAC1+ %: recorded beside Myeloid diff MLP, whose call it bears; GFP+ MAC1+ double positive, %; measured here: differentiation confirmed by MAC1 staining
An asterisk follows results filed as active; i = inactive; ? = inconclusive; . = no result given; & = joins results of further samples; [ ] = remark or other dose. An excerpt, so the mix of outcomes need not match the whole.

SMILES,Salmonella PhoP GFP,T cell modulator vesicle-bound %,TNAP activation fold,NTR1 ag,UTI89 phage lysis,NTR1 ag cell count 20 µM,Rac1 GTP hydrolysis,T cell modulator,Myeloid diff MLP,Myeloid diff MLP GFP+ MAC1+ %,Large T inhibition,RSV CPE inhibition
O=C(Cc1ccccc1)N1CCN(CC2CC=CCC2)CC1 (stereo not drawn),24%,22,1.1,0.7,3.0%,51,15%,i,i,1.3,14%,0.4%
Cc1c(C(=O)C(=O)N2CCOCC2)c2ccccc2n1Cc1ccccc1,-4%,13,.,-0.3,-0.1%,44,12%,i,i,0.6,7%,1.2%
CCCCCn1c(=O)c(C(=O)Nc2cccc(C)c2)c(O)c2ccccc21,-9%,50,.,1.3,-0.8%,67,-6%,i,i,0.1,18%,3.8%
Cc1ccc(OCC(=O)Nc2ccc(Cl)cc2C(=O)c2ccccc2)cc1,-17%,9,1,14,5.3%,43,4%,i,i,0.8,-3%,2.6%
CCn1c(O)c(C=NCc2ccccc2)c(=O)[nH]c1=S,-9%,57,1,-1.7,1.5%,109,4%,i,i,0.4,18%,0.6%
COc1ccc(CNC(=O)/C=C/c2ccc3[nH]cc(CCN(C)C)c3c2)cc1,3%,21,.,1.3,7.0%,54,7%,i,i,2.6,7%,-1.6%
CCOP(=O)(OCC)OCC,.,31,.,-1.2,0.2%,53,5%,i,i,1.7,.,1.8%
C=C1C[C@@H]2[C@H](CC[C@]3(C)C(=O)CC[C@@H]23)[C@@]2(C)C=CC(=O)C=C12,-4%&-5%,39,1.1,.,.,.,.,i,.,.,14%&1%,-0.3%
CCC1=Nc2cc(C(=O)N3CCC4(CC3)OCCO4)ccc2Sc2ccc(Br)cc21,3%,30,.,1.0,-0.1%,73,10%,i,i,0.9,2%,-0.2%
Cc1ccccc1NC(=O)CCl,-8%,16,.,1.7,-1.0%[50 µM],51,10%,i,i,0.6,19%,-0.7%
C[C@]12CCC(=O)CC1CCC1C2CC[C@]2(C)C(OC(=O)CCC(=O)O)CCC12 (stereo partly drawn),9%,23,.,0.1,-0.7%[50 µM],72,9%,i,i,0.5,4%,?
CCOC(=O)C(NC(C)=O)C(OC(C)=O)c1cccc(N(CCCl)CCCl)c1 (stereo not drawn),-4%,38,1.1,-0.6,1.7%,44,6%,i,i,0.3,12%,0.7%
FC(F)(F)c1cccc(C2NCc3ccccc3-n3cccc32)c1 (stereo not drawn),5%,48,.,0.4,0.6%,89,1%,i,i,0.2,18%,0.2%
COC(=O)C1=C(c2cc3ccccc3o2)C[C@@H]2CC[C@H]1N2C(=O)NCc1ccccc1,-6%,37,.,-2.4,3.0%,85,8%,i,i,2.3,9%,13%
CO[C@H]1C=C2CCN(C)[C@H]2C2c3cc4c(cc3C(=O)O[C@@H]21)OCO4 (stereo partly drawn),-9%,42,.,0.6,4.4%,50,1%,i,i,2.0,7%,1.7%
CCCC1C(C#N)=C(N)Oc2c1c(=O)oc1ccccc21 (stereo not drawn),-5%,42,1,1.1,0.6%,37,6%,i,i,0.6,3%,0.8%
O/N=C/c1c[nH]c2ccccc12,-2%,3,1.1,0.7,-0.1%,44,8%,i,i,1.0,15%,1.3%
O=C1CN=C(c2ccccc2F)c2cc(Cl)ccc2N1,2%,28,1,1.0,-1.1%,42,4%,i,i,2.3,6%,-2.7%
COC(=O)C1=C(c2ccc(OC(F)(F)F)cc2)C[C@@H]2CC[C@H]1N2C(=O)NCCOc1ccc(OC)cc1,.,18,.,0.5,0.5%,63,2%,i,i,1.5,.,0.1%
NS(=O)(=O)OC(CCc1ccccc1)C(Cl)(Cl)Cl (stereo not drawn),.,25,.,-2.7,-1.2%,90,5%,i,i,1.2,1%,-2.0%
O=C(c1c[nH]cc1-c1ccccc1)c1cccc2ccccc12,5%,5,1,-0.1,-0.3%,96,-1%,i,i,1.1,19%,-0.5%
CC(=O)Nc1ccc2c(c1)CC1(C(=O)N(C)C(=O)N(C)C1=O)C1CCCN21 (stereo not drawn),-7%,22,1.1,0.0,0.8%,82,8%,i,i,0.7,14%,1.3%
COc1cccc(-n2c(CN3CCN(C)CC3)nc3ccc([N+](=O)[O-])cc3c2=O)c1,-4%,11,1.1,1.4,1.5%,68,-6%,i,i,0.2,8%,1.2%
COc1ccc2c(c1O)-c1c(OC)c(OC)cc3c1[C@H](C2)N(C)CC3,6%,62,.,-0.9,3.3%,66,7%,i,i,1.7,23%,-2.2%
CCn1c(O)c(/C=N/NC(=O)c2ccccc2)c(=O)[nH]c1=S,-4%,39,.,0.5,0.4%,63,11%,i,i,0.5,-4%,3.4%
C[C@]12C[C@@H](O)[C@H](O)CC1=CCC1C2CC[C@@]2(C)C1CC[C@@H]2O (stereo partly drawn),.,58,.,-2.8,-3.0%,56,2%,i,i,0.9,.,.
O=P(O)(O)/C=C(\Cl)c1ccccc1,-8%,7,1.1,0.3,0.1%,93,4%,i,i,1.4,8%,2.7%
O=C(c1cccn2c(=O)c3cc(Br)ccc3nc12)N1CCC2(CC1)OCCO2,6%,40,1.1,0.7,7.5%,52,0%,i,i,3.4,12%,-0.1%
Cc1c(C=O)c2ccccc2n1Cc1ccc(F)cc1,0%,22,1.1,2.3,-1.2%,53,-1%,i,i,0.1,2%,0.6%
COc1ccc2c(c1OC)C(=O)O[C@H]2[C@@H]1c2cc3c(cc2CCN1C)OCO3,-3%,33,.,-0.5,2.1%,63,-4%,i,i,2.8,-1%,0.1%
N=C(N)c1c(O)n(C2CCCCC2)c(=O)n(C2CCCCC2)c1=O,3%,20,1,54*,0.3%,46*,7%,i,i,1.8,3%,-2.0%
Cn1cccc1/C=C1\C(=O)NC(=O)N(CCC2=CCCCC2)C1=O,-17%,.,0.8,.,0.2%,.,9%,.,i,0.1,16%,.
Cc1ccc(NP(=O)(c2ccccc2)c2nc3ccccc3s2)cc1 (stereo not drawn),8%,10,1.1,-0.2,0.4%,43,4%,i,i,0.5,12%,0.8%
c1ccc(CNC2=NCCS2)cc1,-2%,24,1.1,4.4,3.5%[50 µM],57,9%,i,i,0.5,12%,0.4%
COc1cc2c(c(OC)c1OC)-c1ccc(O)cc1[C@@H](NC(C)=O)CC2,-7%,22,.,-2.3,1.1%,77,0%,i,?,.,4%,0.8%
[N-]=[N+]=NCc1cn2cccnc2n1,-5%,60,1,-0.6,0.0%,54,4%,i,i,0.1,8%,-0.5%
O=C(COC(=O)Cc1ccccc1)Nc1ncc(Cl)cc1Cl,16%,18,1.2,-0.3,0.4%,59,6%,i,i,2.0,3%,0.7%
CCN(CC)C(=O)c1ccc(NC(=O)CN2CCc3cc(OC)c(OC)cc3C2)cc1,8%,12,.,0.3,-0.3%,44,-12%,i,i,0.6,0%,2.5%
Cc1cccc(OCC(=O)N2CCN(Cc3ccncc3)CC2)c1,36%,45,1.1,2.1,-0.1%,52,83µM*,i,i,0.9,1%,0.4%
CC(=O)N1CCC(N2CCCC(C(=O)c3cccc(Cl)c3)C2)CC1 (stereo not drawn),21%,34,1,0.7,-2.9%,37,4%,i,i,0.0,23%,0.1%
CNCC1(c2ccccc2)CCCC1,0%,22,1.1,0.8,0.5%,90,7%,i,i,0.1,3%,0.4%
CCn1c(O)c(N=Nc2ccc(S(=O)(=O)N3CCOCC3)cc2)c(=O)n(CC)c1=S,-4%,40,.,3.9,0.2%,55,16%,i,i,1.5,16%,3.2%
O=C1C2C3CCC(O3)C2C(=O)N1CCO (stereo not drawn),-7%,64,.,-1.1,0.0%,73,-5%,i,i,0.6,16%,0.6%
Cc1ccc2c(c1)CC1(CN2C)C(=O)NC(=O)N(CCC2=CCCCC2)C1=O (stereo not drawn),11%,28,1.1,0.7,0.3%,58,12%,i,i,0.9,25%,2.8%
CCCCn1c(=O)c(C(=O)Nc2ncccc2C)c(O)c2ccccc21,6%,51,.,-0.5,0.0%,72,10%,i,i,0.8,4%,-2.4%
CC(=O)c1c(C)n(Cc2ccccc2)c2ccc(O)cc12,-1%,35,.,-0.7,0.4%,56,16%,i,i,0.3,1%,5.6%
Cc1ccc(-n2c(O)c(/C=N/N3CCCCCC3)c(=O)[nH]c2=O)cc1C,0%,12,.,1.9,.,52,.,i,i,0.2,14%,.
Cc1cccc(CN2CCN(c3ccc(Cl)cc3)CC2)c1,7%,25,1,-0.5,-0.8%,26,?,i,i,0.1,9%,3.7%
Cc1nn(CC(C)C)c(Cl)c1C(=O)NC1CCCCC1,.,.,.,0.0,1.5%[50 µM],70,7%,.,i,1.2,.,.
Cc1sc(-n2c(C)cc(C=C3C(=O)NC(=O)NC3=O)c2C)c(C#N)c1C,-9%,42,1,4.0,.,84,.,i,.,.,10%,4.5%
COc1cccc(C(=O)N2C[C@H]3C[C@@H](C2)c2cccc(=O)n2C3)c1,4%,24,.,-1.9,4.0%,90,6%,i,i,2.3,0%,1.5%
Cc1ccc(CN(Cc2ccccc2)C(=S)NCC(=O)N2CCC3(CC2)OCCO3)o1,4%,23,1,-2.1,0.0%,54,-4%,i,.,.,-3%,-0.6%
CCCC/C(=N/O)c1c(C)[nH]c2ccccc12,1%,32,1,4.3,0.1%,62,-8%,i,i,0.8,22%,1.6%
O=C(/C=C/c1ccc(F)cc1)NC(=S)N1C[C@H]2C[C@H](C1)c1cccc(=O)n1C2,1%,42,.,0.2,0.6%,103,3%,i,i,1.0,9%,0.0%

Assay outcomes: PubChem, several laboratories
